INS-1E GSIS act – GLuc luminescence reporter in INS-1E cells, primary screen for activators of glucose-dependent secretion of insulin | AID 743287, 2014 | 0.61% of 370,000 active | activation, % at 16.6 µM | INS-1E GLuc reporter insulin secretion, 2-3 h;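 active = lowest replicate activation of at least 40%, so every replicate reaches that level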;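 also: 0% = median of neutral control wells and 100% = median of IBMX positive control wells; some compounds called inactive have numbers as strong as hits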
EWS-Fli block – EWS/Fli-driven NR0B1 reporter inhibitors, primary screen, A673 cells, NR0B1 luciferase, luminescence, MLPCN library; viability-normalised; inhibition, % at 12.6 µM; 0.67% of 350,000 active;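 active = mean inhibition of at least 50% after viability correction, with every replicate also passing that limit; inconclusive = mean reaches 50% but only one of two replicates passes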;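 also: firefly luciferase signal divided by Alamar Blue viability fluorescence both relative to DMSO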
ERp5 block – inhibitors of ERp5-driven insulin aggregation, primary screen, biochemical, turbidity, absorbance 650 nm, single point. 0.05% of 350,000 active. Protein disulfide-isomerase A6 (Homo sapiens), Q15084. inhibition, % at 9.99 µM. AID 651711, 2012. 90 min;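 active = mean replicate inhibition above about 25%, with every replicate also reaching it, limit read from the data, passing the limit was not always enough; inconclusive = only one of those two criteria met; inactive = neither criterion met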
Target sequence (Q15084 whole entry, looked up): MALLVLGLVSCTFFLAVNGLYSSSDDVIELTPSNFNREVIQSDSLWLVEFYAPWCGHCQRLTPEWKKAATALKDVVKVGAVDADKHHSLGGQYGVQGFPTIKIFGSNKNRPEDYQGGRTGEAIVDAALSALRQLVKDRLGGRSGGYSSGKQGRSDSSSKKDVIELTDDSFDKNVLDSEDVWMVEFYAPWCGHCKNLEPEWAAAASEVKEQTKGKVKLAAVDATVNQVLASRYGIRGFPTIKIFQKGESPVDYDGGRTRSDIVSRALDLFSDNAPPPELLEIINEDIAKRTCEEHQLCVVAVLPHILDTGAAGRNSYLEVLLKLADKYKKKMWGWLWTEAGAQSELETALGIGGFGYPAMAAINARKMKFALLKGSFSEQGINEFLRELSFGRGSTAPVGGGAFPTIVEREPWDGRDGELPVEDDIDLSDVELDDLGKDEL
ARNT-TACC3 inh – disruptors of ARNT/TACC3 protein interaction, primary screen, biochemical, AlphaScreen, single concentration; Transforming acidic coiled-coil-containing protein 3 (Homo sapiens), Q9Y6A5; AlphaScreen His-ARNT PAS-B/GST-TACC3 binding, luminescence; TACC3 fragment carries E629A point mutation; inhibition, % at 9.99 µM; 0.66% of 390,000 active;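 active = mean inhibition of replicates at least 50% and at least half of replicates each reaching 50%; inconclusive = half or more replicates reach 50% but mean below 50%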;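 also: 0% = complete ARNT plus TACC3 wells and 100% = ARNT alone without TACC3; many hits fall short of the cut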
CFTR F508del cor – F508del CFTR correction, initial screen, CFBE line, single point; activity (quench increase), % at 7.58 µM; CFBE cells, YFP halide quenching; stimulated with forskolin plus potentiator P3; % fluorescence drop versus neutral controls; 0.36% of 350,000 active;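 active = mean added fluorescence quench of at least 8% versus neutral control, with both replicates also reaching 8%; inconclusive = only one of the mean or replicate conditions met; inactive = mean below 8% and not both replicates reaching 8%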;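 also: cells transiently co-express mutant CFTR-F508del with the halide-sensitive YFP; corrector assay measuring rescue of mutant channel to the surface after 24 h compound exposure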
Xi reactivation – activators of inactive X chromosome reactivation, primary screen, imaging, XiGFP fibroblasts, GFP high-content imaging, set 2; 0.055% of 360,000 active; activation, % at 7.58 µM; XiGFP mouse fibroblasts, % GFP-positive cells imaging, 3 d; cells co-treated with 5-aza-dC sensitizer; scaled so ellipticine positive control = 100%;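 active = mean normalized replicate activation at least 10% and every replicate at or above 10%; inconclusive = only one of the two criteria met; inactive = mean below 10% and not all replicates reach 10%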;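 also: 0% = median of on-plate neutral control wells and 100% = ellipticine 6 µM median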
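Assay system: SV40-immortalized XiGFP fibroblast cells, line 68-5-11; buffer or medium: DMEM plus 5-aza-dC sensitizer; compound: one concentration, pinned; timing: compounds 3 days, fix/stain 15 min at room temperature; benchmarks: positive control ellipticine, 6 µM final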
DENV2 CPE rescue – inhibitors of DENV2 cytopathic effect, primary screen, cell-based, plate reader, single concentration; DENV2-infected cells, cytopathic effect rescue; CPE inhibition, % at 9.99 µM; 1.7% of 350,000 active; in the data active = CPE inhibition above about 20%, passing the limit was not always enough; inconclusive = no clear call, values can overlap the other calls; tested in BHK-21 cells;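 also: 0% = median of neutral control wells and 100% = median of positive control wells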
PAX8 reporter – inhibitors of PAX8-driven TPO luciferase reporter, primary screen, RMG-I cells, single concentration | SteadyGlo, 24 h | inhibition, % at 12.6 µM | 1.2% of 360,000 active;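 active = mean replicate inhibition at least 60% with every replicate also reaching 60%; inconclusive = only one of the two criteria is met; inactive = mean below 60% and not all replicates reaching 60%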;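 also: luciferase light reporting Pax8 driven TPO promoter activity; plate controls were median of neutral control wells for no effect and mitoxantrone controls for full effect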
Active calls of the source: *; ? = inconclusive; / = no result given; & = joins results of further samples; ! = a repeat was not active.

Sequence of screens: INS-1E GSIS act	EWS-Fli block	ERp5 block	ARNT-TACC3 inh	CFTR F508del cor	Xi reactivation	DENV2 CPE rescue	PAX8 reporter
C(#CC1CCCCC1)c1ccc2c(c1)COc1c3ccccc3nn1-2
  /	-73	5	-1	-1.2	0.2	15	-52
CC(C)c1ccc(NC(=S)NN2C(C)CCCC2C)cc1 (stereo not drawn)
  11	5	-9	-1	-1.0	0.0	0	7
COc1ccc(CN(C)C[C@H]2Oc3ccc(NC(=O)Nc4ccccc4)cc3C(=O)N([C@H](C)CO)C[C@@H]2C)cc1
  -2	0	-1	-1	0.7	-0.1	-2	/
Cc1cc2c(cc1S(=O)(=O)C(C)CC(=O)NCc1ccco1)OCC(=O)N2 (stereo not drawn)
  13	2	/	-6	-3.8	0.0	-3	4
C[C@H](CO)N1C[C@H](C)[C@@H](CN(C)C(=O)Nc2ccc3c(c2)OCO3)Oc2ccc(NC(=O)Cc3ccccc3)cc2CC1=O
  -20	-10	4	0	-2.3	0.0	5	-4
Cc1ccc(NC(=O)C(C)OC(=O)C2CC3CCCC(C2)C3=O)cc1S(=O)(=O)N1CCOCC1 (stereo not drawn)
  -12	1	7	/	2.8	0.0	?	3
CC12COC3(C(=O)Nc4ccc5ccccc5c4)CC1CCC32C (stereo not drawn)
  -17	-84	2	-5	0.8	0.6	-1	-71
C[C@@H]1CN([C@@H](C)CO)C(=O)c2cc(NS(=O)(=O)c3cn(C)cn3)ccc2O[C@@H](C)CCCCO[C@H]1CN(C)Cc1ccccc1
  0	1	-3	-22	0.2	-0.1	6	-15
O=C(NC1CCCCCC1)C1CCN(C(=O)c2cccc(Cl)c2)CC1
  -9	5	1	/	-0.2	0.5	12	8
COc1cc2c(cc1OC)[C@@]1(c3ccccc3)CCCC[C@H]1[C@@H]2NC(=O)C(F)(F)F
  -6	-14	-6	/	-0.8	-0.1	20*	-5
CSc1ncccc1C(=O)OCC(=O)Nc1nc(C)c(Cl)cc1Cl
  16	1	-3	9	1.6	0.1	5	/
O=C(C1CC1)N1C[C@@H]2N[C@H](C1)C2c1ccc(/C=C/c2ccccc2)cc1 (stereo partly drawn)
  1&-8	53*!	-6&-5	/	0.6&-3.8	0.0&0.2	-4&-5	-90&0
O=C(Nc1ccc(N2CCN(C(=O)c3cccs3)CC2)c(Cl)c1)c1cccnc1
  -11	-13	2	-3	2.0	-0.1	0	15
CC(C)C(O)C1CCN(Cc2nc(-c3cccs3)no2)CC1 (stereo not drawn)
  -3	-109	-8	0	-1.3	0.0	2	-86
O=C(O)CCC1(CCC(=O)O)c2ccccc2-c2ccccc21
  -6	-2	1	-6	1.5	0.1	0	2
O=C(Cn1nnc(-c2ccc(F)cc2)n1)Nc1cccc(S(=O)(=O)N2CCCC2)c1
  -36	16	4	-2	2.3	0.1	0	25
O=S(=O)(O)c1cc(O)c2ccc(Nc3ccccc3)cc2c1
  /	-9	8	12	2.2	0.0	12	-19
COc1ccccc1Cc1c(-c2cccc(Cl)c2)nc2ccc(Br)cn12
  1	-131	8	/	-2.6	0.1	4	-124
C[C@H](O)[C@@H]1C(=O)N2CCc3ccc(N4CCN(C)CC4)cc3[C@@H]2C[C@@H]1N(C)C(=O)c1ccco1
  /	4	2	/	-5.1	0.3	3	-23
COCC(=O)N1CCC2(CC1)CN(Cc1cc(F)ccc1F)[C@H](CO)c1c2c2ccc(OC)cc2n1C
  -7	-2	0	/	-3.6	0.0	-5	31
Cc1ccc(S(=O)(=O)Nc2ccc3c(c2)C(=O)N([C@H](C)CO)C[C@@H](C)[C@@H](CN(C)S(=O)(=O)c2cccs2)OCCCC[C@H](C)O3)cc1
  -6	-23	-1	4	-3.3	-0.1	3	-10
Cc1cccc(-c2noc(C(C)NC(=O)c3ccco3)n2)c1 (stereo not drawn)
  3	-7	4	1	0.6	-0.1	4	-5
C[C@H]1CN([C@@H](C)CO)C(=O)c2cccc(NS(=O)(=O)c3cccs3)c2O[C@@H]1CN(C)Cc1ccc(Oc2ccccc2)cc1
  -20	2	-1	2	-3.9	0.0	8	/
C/C=C/c1ccc([C@H]2[C@@H](CN(C)C(C)=O)N(C(=O)NCCC)[C@H]2CO)cc1
  3	-10	3	-5	0.2	0.1	/	-1
Cc1ccccc1S(=O)(=O)NCc1cccnc1
  9	/	/	0	/	0.2	/	-2
Cc1ccc(NC(=O)c2ccc(Br)o2)cc1S(=O)(=O)N(C)C
  2	-83	5	-4	-2.3	0.0	-4	-73
c1ccc(CN(Cc2ccccc2)c2c3c(nc4ncnn24)CCC3)cc1
  5	-2	1	-5	0.9	0.0	-3	12
C=CCSC1=C(C#N)C(c2cc(Br)c(O)c(OC)c2)CC(=O)N1 (stereo not drawn)
  13	9	-2	-2	0.6	/	-4	/
COc1cc(C(=O)OCC(=O)NC(=O)NCc2ccccc2)ccc1OC(F)F
  /	-5	1	-12	-5.8	0.0	2	6
Cc1ccccc1OCc1nc2ccccc2[nH]1
  7	-83	0	2	-1.9	-0.1	-6	-130
O=C(C[C@@H]1C=C[C@H](NC(=O)c2cccc(F)c2)[C@@H](CO)O1)NCc1ccc(Oc2ccccc2)cc1
  -3	-7	0	-34	-1.3	-0.2	5	0
CCn1cc(C(=O)N[C@@H](C)C(=O)NCCO)c(=O)c2cc3c(cc21)OCO3
  /	3	2	-4	-1.2	0.0	?	-9
Cc1ccc2c(c1)N(C(=O)CCC(=O)NCc1cccc(F)c1)CCO2
  -5	-6	2	-4	4.1	0.0	18	-26
CCOc1ccc(N(CC(=O)NCCSCc2ccc(C)cc2)S(C)(=O)=O)cc1
  -14	14	3	7	-3.3	0.1	-2	2
Cc1ccc(NC(=O)CN2CCCC2c2cccn2C)cc1C (stereo not drawn)
  -7	22	9	17	-0.9	0.1	4	-1
Cc1ccsc1C(=O)N1CCCC(C)(C(=O)NS(=O)(=O)C2CC2)C1 (stereo not drawn)
  -2	5	-5	/	1.0	0.3	-11	-19
Cc1ccc(S(=O)(=O)N[C@@H]2C=C[C@@H](CC(=O)NC3CCCCC3)O[C@H]2CO)cc1
  -5	-5	4	-5	-0.4	0.1	0	8
COc1ccc(OCCSc2nc3nc(C)cc(C)n3n2)cc1
  24	-5	9	19	-1.7	-1.3	/	-4
COc1ccc(OC)c(C(O)c2ncc(-c3cccc(C(F)(F)F)c3)[nH]2)c1 (stereo not drawn)
  -42	0	-3	/	2.4	0.2	1	-6
Cc1ccc(OCC(=O)Nc2c(C)nn(-c3ccccc3)c2C)c(Br)c1
  11	3	0	-1	-0.9	0.2	2	-7
C[C@@H]1CCCCO[C@@H](CN(C)C(=O)Nc2ccc(F)cc2)[C@@H](C)CN([C@H](C)CO)C(=O)c2cc(NC(=O)Nc3ccc(F)cc3)ccc2O1
  6	1	8	1	1.8	0.0	-3	-12
Cc1noc(C)c1S(=O)(=O)N(C)C[C@H]1OCCCC[C@H](C)Oc2ccc(NC(=O)Nc3ccccc3)cc2C(=O)N([C@H](C)CO)C[C@@H]1C
  -19	-2	3	10	-3.1	0.0	3	-20
CCCS(=O)(=O)NCc1cn2c(C)csc2n1
  /	-24	3	1	2.2	0.1	1	-88
CCC(=O)Oc1ccc2c(C)cc(=O)oc2c1C(=O)c1ccccc1
  -2	11	-1	-25	-0.3	0.4	15	88*
CC(C)C(=O)Nc1ccc(C(=O)NNC(=S)NC(=O)c2cccs2)cc1
  0	16	-7	9	-4.3	-0.1	-2	15
C[C@H](CO)N1C[C@H](C)[C@@H](CN(C)C(=O)c2ccncc2)OCCCC[C@H](C)Oc2ccc(NS(=O)(=O)c3ccc(F)cc3)cc2C1=O
  -6	-3	0	21	1.1	0.0	4	8
COc1ccc(NC(=O)CN2C(=O)NC3(CCCC3)C2=O)c(OC)c1
  -11	1	2	-2	0.7	0.0	4	9
O=C(C=Cc1ccc(OCc2ccccc2)cc1)c1c(F)cccc1F
  14	-19	0	/	-2.3	0.4	4	-54
CCCS(=O)(=O)NC(=O)C1(C)CCN(C(=O)c2ccccc2F)C1 (stereo not drawn)
  -7	-7	-6	/	-4.3	-0.1	13	19
COc1cccc(C(=O)Nc2cc(C)c3c(=O)oc4ccccc4c3n2)c1
  /	-2	?	-2	1.4	-0.1	-13	24
CCCCCCCC(=O)Nc1cc(C(=O)NCc2ccc(C)cc2)ccc1N1CCC2(CC1)CC(c1cccc(Br)c1)=NO2
  3	-4	-1	-4	-3.8	-0.3	-5	10
Cc1noc(C)c1S(=O)(=O)Nc1ccc2c(c1)C(=O)N([C@@H](C)CO)C[C@H](C)[C@H](CN(C)S(=O)(=O)c1ccc(Cl)cc1)OCCCC[C@@H](C)O2
  -10	9	-2	-8	2.2	0.0	1	23
CCOc1ccc2oc(-c3ccccc3)c(C(=O)N(C)C)c2c1
  -5	3	2	-6	0.4	/	/	/
Cc1ccc2occ(/C=N/NC(=O)c3ccccc3O)c(=O)c2c1
  -7	5	5	1	0.7	0.2	11	29
C[C@H]1CN([C@@H](C)CO)C(=O)c2cc(NC(=O)C3CC3)ccc2O[C@H]1CN(C)Cc1ccc(C(=O)O)cc1
  11	/	3	-3	1.1	0.1	-2	-28
Cn1c(Cn2nnc3ccccc32)nnc1SCC(=O)Nc1nccs1
  22	-11	2	-3	/	1.2	3	-24
CCN(C(=O)COC(=O)c1c(-c2ccccc2)noc1C)c1c(N)n(Cc2ccccc2)c(=O)[nH]c1=O
  11	4	1	7	0.1	0.0	2	-17
COc1ccc(Oc2ccc(C(F)(F)F)cc2N)cc1
  /	-83	6	-13	-0.3	0.2	5	-55
C[C@@H]1CN([C@@H](C)CO)C(=O)c2cc(-c3cncnc3)cnc2O[C@H]1CN(C)Cc1ccccc1
  2	-15	2	-2	0.3	-0.6	-6	-9
O=C(Cn1ncc2c([nH]c3ccccc32)c1=O)Nc1cccnc1
  5	0	-1	-3	1.9	0.0	0	2
C[C@H](CO)N1C[C@H](C)[C@H](CN(C)C(=O)NC2CCCCC2)Oc2cc(-c3cccnc3)ccc2S1(=O)=O
  4&-3	-10&-8&-3	3&0&-6	-3&-6	-0.2&0.0&-2.6	0.1&-0.8	0&12&-2	3&3&3
Nc1ccn([C@@H]2O[C@H](C(=O)Nc3ccc(Oc4ccccc4)nc3)[C@@H](O)[C@H]2O)c(=O)n1
  10	-3	-6	/	0.1	/	19	-7
COc1cccc(-c2nc(-c3ccc4c(c3)NC(=O)CO4)cs2)c1
  7	-148	3	/	-1.6	0.0	-6	-147
